Compound activity deposited in PubChem by National Center for Advancing Translational Sciences (NCATS).
D3 ag: D3 dopamine receptor (human) agonism; P35462; D3R DiscoveRx beta-arrestin cells, luminescence, 90 min; max activation, %; actives 0.58% (n = 410,000); AID 652048; in the data active means max activation above about 30%; further: 0% is about no effect; mostly tested at two doses, the higher about 12 µM
Target sequence (P35462 whole entry, looked up): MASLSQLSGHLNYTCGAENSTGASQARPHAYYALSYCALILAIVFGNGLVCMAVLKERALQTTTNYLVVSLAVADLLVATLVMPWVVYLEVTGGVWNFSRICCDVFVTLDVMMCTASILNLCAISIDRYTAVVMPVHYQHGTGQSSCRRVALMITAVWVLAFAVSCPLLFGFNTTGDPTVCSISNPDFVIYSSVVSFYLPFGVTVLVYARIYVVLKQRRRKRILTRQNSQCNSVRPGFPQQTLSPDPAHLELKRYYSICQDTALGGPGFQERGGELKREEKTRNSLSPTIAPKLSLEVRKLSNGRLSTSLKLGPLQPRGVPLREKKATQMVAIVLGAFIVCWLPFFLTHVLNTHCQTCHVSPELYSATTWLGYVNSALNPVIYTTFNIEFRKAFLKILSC
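Agonist-mode cell screen: cells plated at 1500/well and incubated overnight at 37 °C, then exposed to library compounds for 90 min at 37 °C. Detection reagent was added for 30–60 min at room temperature, and luminescence was read.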
SW480 rerep: inducers of DNA re-replication in SW480 colon cancer cells; AID 624297; SW480 DNA re-replication, Hoechst DNA content imaging, 48 h; actives 1.8% (n = 340,000); Potency, µM (titrated, usually from 46.1 µM), for inactives: at the top dose re-replication activation, most hits filed as activators; further: potency means the concentration at half of the fitted maximal effect; % of control where 0% means no effect; nearly all actives have a fitted effect of over 55% in size
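Compounds, transferred as 23 nL by pin tool, were incubated with cells for 48 hr; DNA content per nucleus was then quantified by Hoechst staining and fluorescence plate imaging.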
HT1080-NT tox: kills 2HG-producing HT-1080-NT fibrosarcoma cells; Potency, µM (doses to about 46.1 µM), without a hit: at the top dose activity, negative = less viability, most hits filed as cytotoxic; HT-1080-NT fibrosarcoma viability, CellTiter-Glo ATP luminescence, 48 h; actives 1.6% (n = 360,000);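 further: NT is the 2HG producing partner of a matched IDH1 knockdown line; potency means the concentration at half of the fitted maximal effect; 0% = DMSO-treated cells and -100% = media-only wells without cells; nearly all actives have a fitted effect of over 55% in size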
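750 cells/well, RPMI + 5% FBS; 2 h settle, compound pin-transfer, 48 h at 37 degrees C. CellTiter-Glo 10 min RT, luminescence. Normalized to DMSO and media-only wells.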
IL1B secr inh: inflammasome signaling inhibition, IL-1 beta readout; actives 4.7% (n = 360,000); THP-1 LPS/ATP IL-1B secretion, AlphaLISA, 16 h; hits give low values; activity change, % at 57.5 µM; AID 743279; in the data active means activity change below about -50%; inconclusive means mostly about -30% to -49%; further: on the % scale 0 is the no-effect control and ±100 the full control effect
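Secreted IL-1B measured by AlphaLISA bead assay after 16 h compound exposure of THP-1 cells; compounds (final up to 57.5 uM) added 1 h before LPS (250 ng/mL) and ATP (1.25 mM) stimulation; lower signal means less secretion.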
D3 antag: blocks the human D3 dopamine receptor | P35462 | D3R cells, DiscoveRx beta-arrestin luminescence, antagonist mode; hits give low values | max response, negative = inhibition, % | actives 2.5% (n = 360,000) | AID 652054; in the data active means max response below about -50%; inconclusive means no clear call, values can overlap the other calls; further: on the % scale 0 is the no-effect control and ±100 the full control effect; mostly tested at two doses, the higher about 12 µM
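Cells plated overnight at 1500 cells/well, then exposed to library compounds with dopamine controls for 90 minutes at 37 degrees C. DiscoveRx reagent added for 30–60 minutes at room temperature; luminescence read, quantitative HTS format.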
GLP1R ag: GLP-1 receptor (human) agonism; Potency, µM (titrated, usually from 45.6 µM), inactives show top-dose activation, actives largely listed as activators; P43220; AID 624172; HEK293 GLP-1R CRE-luciferase, luminescence, 4-6 h; cells express a hypersensitive GLP-1R form; actives 0.007% (n = 380,000); further: potency means the concentration at half of the fitted maximal effect; % of control where 0% means no effect
Target sequence (P43220 whole entry, looked up): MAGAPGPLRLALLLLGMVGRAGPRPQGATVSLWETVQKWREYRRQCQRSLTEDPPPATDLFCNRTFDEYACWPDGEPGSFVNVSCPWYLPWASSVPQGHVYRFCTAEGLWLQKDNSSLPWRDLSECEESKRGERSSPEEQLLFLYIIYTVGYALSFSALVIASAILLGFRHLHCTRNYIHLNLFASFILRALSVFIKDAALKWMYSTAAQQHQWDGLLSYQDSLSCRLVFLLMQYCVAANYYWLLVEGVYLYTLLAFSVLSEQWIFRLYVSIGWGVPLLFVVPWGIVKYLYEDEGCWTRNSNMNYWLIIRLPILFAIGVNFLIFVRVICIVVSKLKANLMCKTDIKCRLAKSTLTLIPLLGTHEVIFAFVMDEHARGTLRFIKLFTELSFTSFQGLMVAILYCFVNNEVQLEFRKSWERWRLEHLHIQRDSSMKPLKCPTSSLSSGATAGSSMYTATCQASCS
KB-3-1 tox: KB-3-1 parental cell cytotoxicity | actives 1.4% (n = 400,000) | Potency, µM (doses to about 46.1 µM), for the others: at the highest dose activity change, negative = cytotoxic, usual class: cytotoxic | KB-3-1 viability, CellTiter-Glo ATP luminescence, 72 h; further: potency means the concentration at half of the fitted maximal effect; on the % scale 0 is the no-effect control and ±100 the full control effect; nearly all actives have a fitted effect of over 60% in size
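72 h, 37 °C compound treatment of KB-3-1 parental cells; CellTiter-Glo added, 10 min, luminescence read. Data corrected against DMSO-only plates and normalized before curve fitting.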
KB-V1 MDR tox: kills drug-selected multidrug resistant KB-V1 cells. Potency, µM (top dose mostly 46.1 µM), without a hit: at the highest dose activity change, negative = cytotoxicity, usual class: cytotoxic. actives 3.4% (n = 400,000). KB-V1 MDR cells viability, CellTiter-Glo, 72 h; further: potency means the concentration at half of the fitted maximal effect; on the % scale 0 is the no-effect control and ±100 the full control effect; nearly all actives have a fitted effect of over 60% in size
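KB-V1 MDR subline cells in DMEM (phenol-red free, 10% FBS) exposed to compounds in qHTS concentration series for 72 h at 37 degrees C. Viability read by CellTiter-Glo luminescence; concentration-effect curves fitted after normalization and correction.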
HT1080 IDH1KD tx: HT-1080 IDH1 knockdown cell toxicity (counter line) | actives 2% (n = 360,000) | HT-1080 IDH1 knockdown viability, ATP luminescence, 48 h | AID 686971 | Potency, µM (series often up to 46.1 µM), inactives show at the highest dose activity, negative = toxicity, actives largely listed as cytotoxic;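 further: potency means the concentration at half of the fitted maximal effect; 0% = DMSO wells and -100% = cell-free medium wells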
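Viability of IDH1-knockdown HT-1080 fibrosarcoma cells was assessed by CellTiter-Glo after 48 h at 37 °C with titrated compound; concentration-effect curves were classified by fit quality and response size.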
The depositor's hits bear a star; [ ] = another dose, or the depositor's remark. Unless noted, the call rests on the fitted dose curve; in most records, active means well fitted curve in the direction sought with a large enough effect; inconclusive means small, poorly fitted or top-dose-only effect, or another doubt; inactive means no such curve, though single readings can be large; an effect the other way counts as inactive or inconclusive.

For CCN(CC)C(=O)CSc1nc2sc3c(c2c(=O)n1CCCOC)CCC3 the results were D3 ag 4, SW480 rerep 2%, HT1080-NT tox -7%, IL1B secr inh -55*, D3 antag 21, GLP1R ag 1%, KB-3-1 tox -13%, KB-V1 MDR tox -1% and HT1080 IDH1KD tx -3%.
Nc1cc(-c2nn[nH]n2)ccc1F was read as D3 ag -2, SW480 rerep 3%, HT1080-NT tox 3%, IL1B secr inh 1, D3 antag 1, GLP1R ag -3%, KB-3-1 tox 25%, KB-V1 MDR tox -11% and HT1080 IDH1KD tx 10%.
O=C(Cn1c(=O)n(-c2cccc(C(F)(F)F)c2)c(=O)c2sccc21)NCC1CCCO1 (configuration not stated) was read as D3 ag 16, SW480 rerep 18%, HT1080-NT tox 0%, IL1B secr inh 1, D3 antag -7, GLP1R ag 0%, KB-3-1 tox -16%, KB-V1 MDR tox -19% and HT1080 IDH1KD tx -4%.
`CCN1CCCC1CNS(=O)(=O)c1ccc(Br)cc1` (configuration not stated) gave D3 ag -6, SW480 rerep -19%, HT1080-NT tox -11%, IL1B secr inh 1, D3 antag 1, GLP1R ag 5%, KB-3-1 tox 7%, KB-V1 MDR tox 10% and HT1080 IDH1KD tx -11%.
For O=c1c(-c2ccc(Br)cc2)coc2c(CN3CCOCC3)c(O)ccc12 the results were D3 ag -2, SW480 rerep 0%[9.22 µM], HT1080-NT tox -4%, IL1B secr inh -18, D3 antag -9, GLP1R ag -12%, KB-3-1 tox -5%, KB-V1 MDR tox 9% and HT1080 IDH1KD tx 3%.
Screening CCCCNC(=O)NC1C(NC(=O)NCCCC)N(C)C(=O)N1C (configuration not stated) returned D3 ag 5, SW480 rerep 1%, HT1080-NT tox 16%, IL1B secr inh 7, D3 antag 25, GLP1R ag -2%, KB-3-1 tox -6%, KB-V1 MDR tox 10% and HT1080 IDH1KD tx 3%.
Screening CC(C)C[C@@H]1O[C@H](CCc2ccccc2)Cc2[nH][nH]c(=O)c21 returned D3 ag 0, HT1080-NT tox -2%, IL1B secr inh 10, D3 antag inconclusive, GLP1R ag -2%, KB-3-1 tox -14%, KB-V1 MDR tox 12% and HT1080 IDH1KD tx -11%.
`O=[N+]([O-])c1ccc(Sc2ccncn2)c([N+](=O)[O-])c1` gave D3 ag -4, HT1080-NT tox 18µM*, IL1B secr inh -80*, D3 antag inconclusive, GLP1R ag -9%, KB-3-1 tox 12µM*, KB-V1 MDR tox inconclusive and HT1080 IDH1KD tx 15µM*.
CC1CN(S(=O)(=O)c2ccc(C(=O)Nc3nnc(-c4ccco4)o3)cc2)CC(C)O1 (configuration not stated) was read as D3 ag -4, SW480 rerep inconclusive, HT1080-NT tox -28%, IL1B secr inh 7, D3 antag 3, GLP1R ag 0%, KB-3-1 tox inconclusive, KB-V1 MDR tox inconclusive and HT1080 IDH1KD tx -17%.
Screening O=C(Nc1ccc(F)c(Cl)c1)c1ccc2c(Cl)c3c(nc2c1)CCCC3 returned D3 ag -5, GLP1R ag 1%, KB-3-1 tox 1% and KB-V1 MDR tox -28%.
`CCOC(=O)C(C(=O)NCC1CCCO1)C1CCCCC1` (configuration not stated) gave D3 ag 3, SW480 rerep -8%, HT1080-NT tox 23%, IL1B secr inh 0, D3 antag 14, GLP1R ag -7%, KB-3-1 tox 3%, KB-V1 MDR tox -14% and HT1080 IDH1KD tx 9%[9.24 µM].
`COc1ccc(C(=O)Cn2c(C)nc([N+](=O)[O-])c2Br)cc1` gave D3 ag -25, SW480 rerep 5%, HT1080-NT tox inconclusive, D3 antag -56*, GLP1R ag 12%, KB-3-1 tox inconclusive, KB-V1 MDR tox -12% and HT1080 IDH1KD tx inconclusive.

A stretch of the results above:
CC1CN(S(=O)(=O)c2ccc(C(=O)Nc3nnc(-c4ccco4)o3)cc2)CC(C)O1 (configuration not stated) was read as D3 ag -4, SW480 rerep inconclusive, HT1080-NT tox -28%, IL1B secr inh 7, D3 antag 3, GLP1R ag 0%, KB-3-1 tox inconclusive, KB-V1 MDR tox inconclusive and HT1080 IDH1KD tx -17%.
Screening O=C(Nc1ccc(F)c(Cl)c1)c1ccc2c(Cl)c3c(nc2c1)CCCC3 returned D3 ag -5, GLP1R ag 1%, KB-3-1 tox 1% and KB-V1 MDR tox -28%.
`CCOC(=O)C(C(=O)NCC1CCCO1)C1CCCCC1` (configuration not stated) gave D3 ag 3, SW480 rerep -8%, HT1080-NT tox 23%, IL1B secr inh 0, D3 antag 14, GLP1R ag -7%, KB-3-1 tox 3%, KB-V1 MDR tox -14% and HT1080 IDH1KD tx 9%[9.24 µM].
`COc1ccc(C(=O)Cn2c(C)nc([N+](=O)[O-])c2Br)cc1` gave D3 ag -25, SW480 rerep 5%, HT1080-NT tox inconclusive, D3 antag -56*, GLP1R ag 12%, KB-3-1 tox inconclusive, KB-V1 MDR tox -12% and HT1080 IDH1KD tx inconclusive.

The results go on:
Screening Cc1cccc2nc(CNC(=O)CC3C(=O)NCCN3Cc3cccc(F)c3)cn12 (configuration not stated) returned D3 ag -7, SW480 rerep -12%, HT1080-NT tox 6%, IL1B secr inh 11, D3 antag 13, GLP1R ag 0%, KB-3-1 tox 0%, KB-V1 MDR tox 0% and HT1080 IDH1KD tx 0%.
COc1ccc2nc(NC(=O)CN3CCOCC3)sc2c1 was read as D3 ag -4, SW480 rerep 9%, HT1080-NT tox 16%, IL1B secr inh -18, D3 antag 15, GLP1R ag -10%, KB-3-1 tox -3%, KB-V1 MDR tox -5% and HT1080 IDH1KD tx 15%.
CC1(C)CC(=O)C(CC2C(=O)CC(C)(C)CC2=O)C(=O)C1 was read as D3 ag -3, SW480 rerep -115%[inhibitor], HT1080-NT tox -2%, IL1B secr inh 4, D3 antag -6, GLP1R ag 0%, KB-3-1 tox 10%, KB-V1 MDR tox 25% and HT1080 IDH1KD tx 0%.
Cc1ccc(O)c(C(=O)c2cnc3c(c2)COc2ccc(C)cc2-3)c1 was read as D3 ag -1, SW480 rerep inconclusive, HT1080-NT tox -6%, IL1B secr inh -1, D3 antag 43, GLP1R ag -18%, KB-3-1 tox -1%, KB-V1 MDR tox -13% and HT1080 IDH1KD tx -4%.
CCc1nnc(NC(=O)c2ccc(S(=O)(=O)N3CCCCCC3)cc2)s1 was read as D3 ag 0, SW480 rerep 1%, HT1080-NT tox inconclusive, IL1B secr inh 7, D3 antag inconclusive, GLP1R ag -2%, KB-3-1 tox -12%, KB-V1 MDR tox -1% and HT1080 IDH1KD tx -3%.
For COc1ccc(C(O)c2nc(-c3ccc4ccccc4c3)cs2)cc1 (configuration not stated) the results were D3 ag 2, HT1080-NT tox -28%, IL1B secr inh 15, D3 antag 16, GLP1R ag 15%, KB-3-1 tox -30%, KB-V1 MDR tox -24% and HT1080 IDH1KD tx -14%.
Screening CCOC(=O)c1c(C)c(/C=N/Nc2ccccc2)n(C)c1C returned D3 ag 0, SW480 rerep 30%, HT1080-NT tox -21%, IL1B secr inh -4, D3 antag -25, GLP1R ag 13%, KB-3-1 tox 24%, KB-V1 MDR tox -16% and HT1080 IDH1KD tx -14%.
`Oc1c(C(c2ccccc2)N2CCCCC2)sc2ncnn12` (configuration not stated) gave D3 ag -4, SW480 rerep -10%, HT1080-NT tox -6%, IL1B secr inh -22, D3 antag -24, GLP1R ag -1%, KB-3-1 tox -2%, KB-V1 MDR tox 21% and HT1080 IDH1KD tx -1%.
CCC1CCCCN1Cc1ccc(CNC(=O)CCc2nnc3ccc(N4CCCCC4)nn23)o1 (configuration not stated) was read as D3 ag -5, SW480 rerep -9%, HT1080-NT tox 4%, IL1B secr inh inconclusive, D3 antag 1, GLP1R ag 10%, KB-3-1 tox 16%, KB-V1 MDR tox 13% and HT1080 IDH1KD tx 3%.
C[C@H](CO)N1C[C@H](C)[C@H](CN(C)S(C)(=O)=O)Oc2c(cccc2N(C)C)C1=O was read as D3 ag 3, SW480 rerep -39%[inhibitor][9.22 µM], HT1080-NT tox 0%, IL1B secr inh 33, D3 antag 19, GLP1R ag 9%, KB-3-1 tox 3%, KB-V1 MDR tox 29% and HT1080 IDH1KD tx 10%.
Screening CC(C)OC(=O)CSc1nnc(-c2ccc(Cl)cc2)n1N returned D3 ag 3, SW480 rerep -4%, HT1080-NT tox -1%, IL1B secr inh -25, D3 antag 16, GLP1R ag -3%, KB-3-1 tox -5%, KB-V1 MDR tox 0% and HT1080 IDH1KD tx -1%.
Screening CCCCCN(C(=O)CCC(=O)OCC(=O)NC1CCC(C)CC1)c1c(N)n(CCCC)c(=O)[nH]c1=O (configuration not stated) returned D3 ag 2, SW480 rerep 9%, HT1080-NT tox -6%, IL1B secr inh -1, D3 antag 28, GLP1R ag 0%, KB-3-1 tox 3%, KB-V1 MDR tox -3% and HT1080 IDH1KD tx 3%.
`Cc1ccc2nc(NC(=O)C3CCN(S(=O)(=O)c4ccc5c(c4)oc(=O)n5C)CC3)sc2c1` gave D3 ag 1, SW480 rerep 0%, HT1080-NT tox 1%, IL1B secr inh 13, D3 antag 20, GLP1R ag -4%, KB-3-1 tox -11%, KB-V1 MDR tox -18% and HT1080 IDH1KD tx 0%.
Cn1nc(C(=O)Nc2ccc(Br)cc2)cc1C(=O)Nc1ccc(Br)cc1 was read as D3 ag -2, SW480 rerep 5%, HT1080-NT tox 18%, IL1B secr inh 22, D3 antag -21, GLP1R ag 2%, KB-3-1 tox 14%, KB-V1 MDR tox inconclusive and HT1080 IDH1KD tx -2%.
